D2 antagonist – HTS Assay for Allosteric Antagonists of the Human D2 Dopamine Receptor: Primary Screen for Antagonists | D(2) dopamine receptor (Homo sapiens), P14416 | HEK293 TREx D2 cells, calcium flux, dopamine EC80 | inhibition, % at 10 µM | 340,000 tested, 2% active | AID 485344, 2010; in the data active = inhibition above about 30%; also: 0% is about no effect
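Dopamine at EC80 is the agonist stimulus; test compounds precede it by 180 s. Calcium flux read kinetically in a force-coupled, inducible HEK293 T-REx D2 cell line.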
D1 antagonist – Antagonist of Human D 1 Dopamine Receptor: qHTS. D(1A) dopamine receptor (Homo sapiens), P21728. HEK293 TREx D1 cells, calcium flux, dopamine EC80; hits give low values. activity change, negative = inhibition, % at 10 µM. 360,000 tested, 3.2% active; in the data active = activity change below about -30%; also: % is scaled to controls: 0 for no effect and ±100 for the full control effect
Target sequence (P21728 whole entry, looked up): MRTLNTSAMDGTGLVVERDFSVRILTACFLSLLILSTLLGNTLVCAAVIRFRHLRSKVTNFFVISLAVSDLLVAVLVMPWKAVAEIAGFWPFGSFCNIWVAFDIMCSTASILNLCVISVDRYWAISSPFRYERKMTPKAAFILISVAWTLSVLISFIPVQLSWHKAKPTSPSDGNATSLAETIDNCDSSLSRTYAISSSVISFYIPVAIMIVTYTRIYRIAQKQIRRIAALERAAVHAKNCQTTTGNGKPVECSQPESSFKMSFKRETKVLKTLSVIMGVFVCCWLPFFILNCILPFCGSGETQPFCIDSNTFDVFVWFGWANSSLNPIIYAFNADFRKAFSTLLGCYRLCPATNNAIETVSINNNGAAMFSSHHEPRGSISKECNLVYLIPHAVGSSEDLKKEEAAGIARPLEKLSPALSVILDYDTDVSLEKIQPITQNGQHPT
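Cells carrying a force-coupled, tetracycline-inducible human D1 receptor report calcium flux. Each well gets a 10 s baseline, compound with 180 s monitoring, then an EC80 dopamine stimulus with a second 180 s kinetic read.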
RXFP1 antag – qHTS Assay for Antagonists of the Relaxin Receptor RXFP1; Relaxin receptor 1 (Homo sapiens), Q9HBX9; HEK293-RXFP1, relaxin-stimulated cAMP HTRF, 30 min; hits give low values; activity change, negative = inhibition, % at 57.5 µM; 350,000 tested, 0.59% active; AID 1259400, 2018;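 active = activity change of -60% or lower, but not beyond a set lower limit; inconclusive = change between -60% and -40%, or beyond the set limit; inactive = change above -40%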; also: % is scaled to controls: 0 for no effect and ±100 for the full control effect
TRHR enhancer – qHTS for Small Molecule Agonists and Allosteric Enhancers of Human TRH Receptor: Primary Screen for Enhancers; Thyrotropin-releasing hormone receptor (Homo sapiens), P34981; TRHR cells, fluo-8 calcium fluorescence, EC20 TRH enhancement; enhancement, % at 2 µM; 360,000 tested, 0.66% active; AID 493056, 2011; in the data active = enhancement above about 30%; also: 0% is about no effect
Target sequence (P34981 whole entry, looked up): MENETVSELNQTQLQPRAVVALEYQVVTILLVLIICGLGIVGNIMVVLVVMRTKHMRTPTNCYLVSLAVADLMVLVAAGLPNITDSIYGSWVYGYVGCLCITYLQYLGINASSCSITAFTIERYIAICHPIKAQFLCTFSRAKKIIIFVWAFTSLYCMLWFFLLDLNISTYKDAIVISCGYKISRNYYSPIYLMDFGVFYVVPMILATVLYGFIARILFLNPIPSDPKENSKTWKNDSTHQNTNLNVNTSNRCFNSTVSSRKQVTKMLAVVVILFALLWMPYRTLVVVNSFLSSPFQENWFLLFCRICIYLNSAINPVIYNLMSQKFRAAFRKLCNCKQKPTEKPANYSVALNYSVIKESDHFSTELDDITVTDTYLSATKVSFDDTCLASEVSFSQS
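TRHR-expressing cells loaded with fluo-8 calcium dye were read kinetically (ex 480/em 530) during compound addition, then stimulated with an EC20 of TRH (10 nM final). Enhancement of the Gq-mediated intracellular calcium response was scored.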
D2 PAM – HTS Assay for Positive Allosteric Modulators of the Human D2 Dopamine Receptor: Primary Screen for Potentiators. potentiation, % at 10 µM. 340,000 tested, 0.34% active. HEK293 T-REx D2, calcium flux, EC20 dopamine potentiation;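 active = potentiation over 3 SD above the plate norm, cut at about 30% in these data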; also: 0% is about no effect
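Using a no-wash calcium dye in inducible, force-coupled HEK293 Trex cells expressing D2, we tracked fluorescence each second for 180 s after compound, then for 180 s after EC20 dopamine to detect augmented signalling.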
D2 agonist – HTS Assay for Allosteric Agonists of the Human D2 Dopamine Receptor: Primary Screen for Agonists. D(2) dopamine receptor (Homo sapiens), P14416. HEK293 T-REx D2 cells, calcium flux agonist mode. activation, % at 2 µM. 340,000 tested, 0.53% active. AID 485358, 2010;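 active = activation over 3 SD above normal in the single-dose calcium agonist read, cut at about 30% in these data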; also: 0% is about no effect
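Calcium-flux readout, 1 cycle/sec over 180 s following compound pin transfer, in inducible HEK293 Trex D2 cells (force-coupled); dopamine controls included. Positive calcium responses during this window marked compounds as potential agonists.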
RXFP1 ag – qHTS Assay for Agonists of the Relaxin Receptor RXFP1; Relaxin receptor 1 (Homo sapiens), Q9HBX9; HEK293T-RXFP1 cAMP TR-FRET, 30 min; response scale: percent of porcine relaxin response, buffer zero; Potency, µM (highest dose often 57.5 µM), inactives show at the highest dose activation, hits mostly activators; 370,000 tested, 0.3% active; active = well fitted activation curve with a large enough effect; inconclusive = small, poorly fitted or top-dose-only effect; also: potency is read from the fitted curve at half-maximal effect; % is scaled to controls: 0 for no effect and ±100 for the full control effect; nearly all actives have a fitted effect of over 60% in size; many of its hits are not listed in these tables
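HEK293T cells stably expressing RXFP1 were pretreated with the PDE4 inhibitor Ro 20174, exposed to compounds for 30 min at 37C, lysed, and cAMP was read by TR-FRET. Data normalized to buffer (basal) and 29 nM porcine relaxin (100%).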
D1 PAM – Potentiators of Human D1 Dopamine Receptor: qHTS; D(1A) dopamine receptor (Homo sapiens), P21728; HEK293 TREx D1 cells, calcium flux, dopamine EC20 potentiation; potentiation, % at 10 µM; 360,000 tested, 0.036% active; AID 504651, 2011; in the data active = potentiation above about 30%; also: 0% is about no effect
D1 agonist – Allosteric Agonists of the Human D1 Dopamine Receptor: qHTS. HEK293 T-REx D1 cells, calcium flux, agonist mode. 360,000 tested, 1% active. activation, % at 2 µM. AID 504660, 2011; in the data active = activation above about 30%; also: 0% is about no effect
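Agonism was scored from calcium flux recorded over 180 s (1 read/s) after pintool compound addition, following a 10-cycle baseline. Cells were inducible force-coupled HEK293 TREx D1, plated overnight at 30 C and loaded with no-wash calcium dye.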
The depositor's hits bear a star; u = inconclusive; x = not tested or not shown; & = joins results of further samples. An excerpt (hit frequency here may not be typical).

canonical_smiles	D2 antagonist	D1 antagonist	RXFP1 antag	TRHR enhancer	D2 PAM	D2 agonist	RXFP1 ag	D1 PAM	D1 agonist
COc1ccc(C2Nc3ccccc3-c3nnc(SC)nc3O2)cc1C (stereo not drawn)	x	-7	-6	-5	-7	-0.6	2.8%	1	1
Cc1scc(-c2n[nH]c(=S)n2Cc2ccccc2)c1C	-4	-24	5	4	-7	-0.5	0.4%	-12	1
COc1cccc(NC(=O)CSc2nnc3cc(C)nc(N)n23)c1	0	12	-4	4	-10	0.3	12%	-4	4
O=C(CN(Cc1ccco1)C(=O)CNS(=O)(=O)c1ccc(F)cc1)NCc1ccc(F)cc1	0	5	-5	-4	0	0.2	-0.3%	0	0
COc1cccc(S(=O)(=O)Nc2cccc(C(=O)N3CCCC3)c2)c1	-3	-2	-2	-1	-1	0.4	-0.2%	-6	3
CCN(CC)c1nc2ccccc2c(N)c1-c1ccccc1	-12	-33*	-25	13	21	-0.5	1.1%	-14	22
CC(=O)c1c(C)[nH]c(C(=O)CSc2nnc3ccccn23)c1C	-6	5	-6	-7	7	0.6	4.7%	-5	2
COC(=O)c1cccc(C23CC4(C2)[C@H](CN(Cc2cccnc2)[C@@H]4c2ccccc2)C3c2ccccc2)c1 (stereo partly drawn)	6	-8	x	3	7	-0.3	-1.0%	-1	4
CCn1c(CC2C(=O)N(C)c3ccc(Br)cc32)nc2ccccc2c1=O (stereo not drawn)	x	3	-10	-2	8	2.1	1.6%	-1	1
CCOC(=O)C1=C(C)N(CC(C)C)C(=O)C1	-15	-2	-8	15	3	-0.1	0.3%	-1	-1
Cc1ccccc1NC(=S)N/N=C/c1ccc(O)cc1O	-4	-14	-28	4	-4	-0.8	-1.9%	2	1
CC(=O)c1cccc(NC(=O)C(CC(C)C)NC(=O)C2CCCCC2)c1 (stereo not drawn)	13	7	-3	7	22	-0.7	-1.7%	-2	10
O=C(OCC(=O)N1CCCC1=O)c1nc(Cl)ccc1Cl	20	-1	-14	14	-5	-0.9	-1.5%	1	-2
CCOc1ccc(N(CC(=O)NC(C)CC)S(=O)(=O)c2c(C)noc2C)cc1 (stereo not drawn)	-13	6	x	8	4	-0.3	0.7%	-2	1
COc1cc(C(=O)NCc2ccc3c(c2)OCO3)ccc1OCc1c(C)noc1C	-3	6	1	-4	-11	-0.3	3.7%	-3	3
O=C(Nc1ccc(Cl)cc1Cl)c1cc(S(=O)(=O)N2CCc3ccccc32)ccc1F	x	3	6	-5	14	-0.3	-1.1%	0	-3
S=c1[nH]c2ccc(Cc3ccc4[nH]c(=S)[nH]c4c3)cc2[nH]1	-4	-3	-9	-2	-4	0.5	24%	-2	3
COc1cc(-n2c(=O)c3ccccc3n(Cc3cccc(F)c3)c2=O)cc(OC)c1OC	9	0	0	-2	2	0.2	1.1%	-3	6
CCN(CC)CCCNc1sc(S(=O)(=O)c2ccccc2)nc1S(=O)(=O)c1ccc(Cl)cc1	x	-12	-15	8	-6	0.3	1.2%	1	8
CCc1ccc(C2CC(=O)Nc3c2c(=O)nc2c(C)cccn32)cc1 (stereo not drawn)	6	-4&-2	4&5	-2&-3	-3&-1	-0.5&0.0	24%&24%	-1&-1	4&5
O=c1c2ccccc2nnn1CSc1nnc(-c2ccco2)o1	24	-17	8	16	-10	-0.2	0.7%	-4	1
O=C(c1sccc1-c1ccccc1)N1CCN(S(=O)(=O)c2ccccc2F)CC1	-19	3	-1	7	3	0.1	0.8%	0	3
CCOC(=O)c1c2n(c3ccc(O)cc13)CCC2	-7	17	4	-3	-4	0.2	-1.3%	-4	-3
Cc1cc(C)c(CN2CCN(Cc3ccc(C)o3)C(CCO)C2)c(-n2cccn2)c1 (stereo not drawn)	1	-7	1	6	2	-1.5	0.3%	-3	3
Cc1cccc(NC(=O)c2cnc3sc(N4CCCC4)nn3c2=O)c1C	x	-5	3	-2	-6	x	u	-2	2

Carrying on.
canonical_smiles	D2 antagonist	D1 antagonist	RXFP1 antag	TRHR enhancer	D2 PAM	D2 agonist	RXFP1 ag	D1 PAM	D1 agonist
O=C(Cc1c(O)c2ccccc2[nH]c1=O)N(Cc1ccccc1)Cc1ccccc1	-4	0	-7	3	-14	0.7	0.1%	-9	1
CC1CC(C)(C)NC(=S)N1CCC(=O)N1CCN(Cc2ccccc2)CC1 (stereo not drawn)	17	27	-18	-3	1	0.7	-3.1%	-3	-1
CCOc1cc(N2CCOCC2)c(OCC)cc1NC(=O)CN1CCC(Cc2ccccc2)CC1	2	12	5	10	6	-0.3	0.2%	4	0
Cn1nc(C(C)(C)C)c([N+](=O)[O-])c1C(=O)N1CCOCC1	7	8	6	13	0	1.3	0.7%	5	3
CCCCc1nc(NCCN)c(C#N)c2c1CSC(C)(C)C2	13	29	-14	16	-3	x	0.9%	0	11
COc1ccc(-n2c(SCC3OCCO3)nc3c(sc(=S)n3-c3ccccc3)c2=O)cc1OC	17	-9	-5	3	x	0.3	-0.2%	0	2
COc1ccc(C=O)cc1CSc1ncccc1C(=O)O	2	9	-5	-4	0	-0.4	0.2%	-3	1
Cc1nn2c(=O)cc(COc3ccc(/C=C(\C#N)C(=O)Nc4ccccc4C)cc3)nc2s1	x	-5	x	0	8	x	5.3%	-1	2
O=C(O)CN1CCCCC1	-2	-8	-3	-7	8	1.5	-4.2%	-6	5
O=C(Nc1ccnn1C1CCN(Cc2ccc(CO)o2)CC1)c1ccc2c(c1)OCO2	4	14	-7	5	10	0.2	2.6%	-3	3
CCCNC(=O)c1ccc(-c2nc3ccccc3s2)s1	4	4	-3	6	3	2.6	1.6%	-7	3
O=c1c(N2CCc3ccccc3C2)csc2ccc(Cl)cc12	x	-7	-2	4	-6	-0.1	0.2%	-2	3
O=C(O)/C=C/c1cn(-c2ccccc2)nc1-c1cccs1	-2	-8	-3	0	20	0.4	2.6%	1	3
O=C(O)c1ccccc1-c1ccccc1C(=O)Nc1ccc(OC(F)(F)F)cc1	17	15	5	-5	-5	0.6	-0.6%	5	5
CCOC(=O)Cc1csc(NC(=O)CSc2ncnc3c2cnn3-c2ccccc2Cl)n1	-1	-78*	-19	-1	0	0.9	1.9%	-6	11
CCCCCn1c(SCc2ccncc2)nc2cc(C(=O)NCc3ccco3)ccc2c1=O	-11	-6	-4	-4	12	0.7	0.9%	-3	5
N#Cc1sc2nc(-c3cccs3)cc(-c3ccc(Cl)cc3)c2c1N	1	-32*	41	1	-1	2.6	u	-8	5
COc1cc(NC(=S)NC(=O)c2ccc(F)cc2)ccc1NC(=O)c1ccco1	-7	5	1	1	16	0.3	4.5%	0	-1
CCn1ncc(C(=O)Nc2ccc(S(=O)(=O)N3CCCC3)cc2)c1C	-2	-8	-25	-9	-6	0.5	0.6%	7	4
COC(=O)c1ccc(S(=O)(=O)NCc2ccc(OC)cc2)n1C	17	-3	19	0	-5	1.0	-2.5%	3	7
CN(C)/C=C(\c1cnc(Cl)s1)S(=O)(=O)c1ccccc1	-3	-3	5	3	-7	0.1	3.2%	-6	1
CC(=O)c1ccc(NC(=O)c2cc(C)no2)cc1	16	-1	-8	-6	-1	0.4	0.1%	-3	3
CC(CNC(=O)CCS(=O)(=O)c1cc2c(cc1Cl)NC(=O)CO2)c1ccccc1 (stereo not drawn)	-22	-9&5	-24&6	-8&9	16&-7	-0.3&-0.5	0.7%&0.5%	-9&1	4&15
O=C(Nc1nnc(-c2ccccn2)o1)c1cccc(Br)c1	3	0	23	8	2	-0.3	-2.1%	6	3
O=C(CCCOc1cccc(Br)c1)NC1CCC(O)CC1 (stereo not drawn)	-20	-11	-3	-7	-5	0.8	2.8%	2	2
CCCn1c(SCC(=O)c2c(N)n(C3CC3)c(=O)[nH]c2=O)nnc1-c1ccncc1	13	-14	7	4	-7	-0.1	1.6%	x	3
CCC(=O)c1ccc(O)c(OC)c1	14	-4	x	7	5	1.4	-0.2%	-5	1
CCOC(=O)c1c(NC(=O)CCCOc2ccc(Cl)cc2)sc2c1CCC2	x	7	x	0	1	0.8	-0.7%	-1	2

D1 antagonist, entries above that show a hit
| SMILES | D2 antagonist | D1 antagonist | RXFP1 antag | TRHR enhancer | D2 PAM | D1 PAM | D1 agonist |
| --- | --- | --- | --- | --- | --- | --- | --- |
| CCN(CC)c1nc2ccccc2c(N)c1-c1ccccc1 | -12 | -33* | -25 | 13 | 21 | -14 | 22 |
| CCOC(=O)Cc1csc(NC(=O)CSc2ncnc3c2cnn3-c2ccccc2Cl)n1 | -1 | -78* | -19 | -1 | 0 | -6 | 11 |
| N#Cc1sc2nc(-c3cccs3)cc(-c3ccc(Cl)cc3)c2c1N | 1 | -32* | 41 | 1 | -1 | -8 | 5 |

Screening results deposited in PubChem by National Center for Advancing Translational Sciences (NCATS).
